GSK3beta inhib: human GSK3beta kinase inhibition; GST-GSK3beta kinase, ADP-Glo luminescence, 60 min; stronger effect = lower value; activity score (negative = inhibition), % at 10 µM; hit rate 0.038% among 300,000;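 active = more than half of replicate wells score below -50%, meaning over 50% inhibition versus plate controls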;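 also: 0% = median DMSO wells and -100% = median GW8510 positive control wells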
Target sequence (P49841 whole entry, looked up): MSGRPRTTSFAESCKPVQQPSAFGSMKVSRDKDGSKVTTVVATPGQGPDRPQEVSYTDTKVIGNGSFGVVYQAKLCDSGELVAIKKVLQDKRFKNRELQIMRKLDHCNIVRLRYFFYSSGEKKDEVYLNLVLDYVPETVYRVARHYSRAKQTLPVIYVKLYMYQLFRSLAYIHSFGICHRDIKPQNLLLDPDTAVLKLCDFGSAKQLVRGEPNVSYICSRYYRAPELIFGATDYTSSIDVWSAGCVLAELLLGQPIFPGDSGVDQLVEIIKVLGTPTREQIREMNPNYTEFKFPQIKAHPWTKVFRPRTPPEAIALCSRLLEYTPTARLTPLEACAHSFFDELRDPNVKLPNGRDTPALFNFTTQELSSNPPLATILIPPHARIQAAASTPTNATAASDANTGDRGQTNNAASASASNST
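Test system: GST-tagged human GSK3beta kinase, cell-free; evaluation: activity score scaled between in-plate DMSO and GW8510 controls; measured by: ADP-Glo luminescence; incubation: 60 min reaction, RT; benchmarks: DMSO and 20 µM GW8510; reagent: peptide substrate plus 25 µM ATP (final); medium: Tris/MgCl2 kinase buffer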
IEC-6 cytotox: counter-screen for KLF5 inhibitors: cytotoxicity in IEC-6 cells; IEC-6 cytotoxicity, luminescence viability; inhibition, % at 5 µM; hit rate 0.78% among 290,000; AID 1825; in the data active = inhibition above about 22%;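 also: 0% = plate median of test compound wells and 100% = cytotoxic reference compound wells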
HSF-1 act: increases HSF-1 driven luciferase reporter signal | activation, % at 9 µM | NIH3T3-HGL HSF-1 luciferase reporter, MG132, 8 h; 100% = twice DMSO control signal | hit rate 1.7% among 300,000 | AID 504408;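 active = mean replicate activation of at least 50% with a set share of replicates each reaching 50%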;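 also: 0% = median of the neutral control wells and 100% = twice that signal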
HSP90 refold inh: inhibitors of HSP90 luciferase refolding in rabbit reticulocyte lysate. luciferase refolding luminescence, 3 h. inhibition, % at 5.6 µM. hit rate 0.91% among 290,000. AID 1789;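 active = inhibition above the screen-wide mean plus 3 SD, computed separately per campaign, cut at about 16% in these data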;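 also: 0% = DMSO wells and 100% = 60 µM geldanamycin wells; inhibitors lower the luminescence because luciferase stays unfolded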
PolyA inh: blocks polyadenylation in yeast reporter cells. calls only at 12 µM. S. cerevisiae SKY197-pL101 polyadenylation reporter, beta-gal luminescence; efflux-impaired pdr1/pdr3 knockout yeast; score 100 = 6 SD above DMSO. hit rate 0.02% among 300,000;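 active = lowest replicate activity score at least 50, where 100 means six control SD above control mean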;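 also: yeast exposed to compound for 9 h at 30 °C; higher score means more reporter readthrough which indicates perturbed polyadenylation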
AI-2 QS modul: modulates the Vibrio harveyi AI-2 quorum sensing system. activity change, % at 7.5 µM. Vibrio harveyi JMH597 AI-2 luminescence/OD600 ratio, 9 h; stronger effect = lower value; strain lacks LuxN and CqsS sensors; 0 = neutral-control median. hit rate 0.4% among 300,000; in the data active = activity change below about -75%, passing the limit was not always enough;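 also: luminescence divided by OD600 gain over 9 h not by final OD600 alone; inactives centre near 13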
aSyn UTR inh: MLPCN primary screen, SNCA 5' untranslated region; alpha-synuclein 5'UTR reporter, inhibitor activity; inhibition, % (tested at 7.5 µM); hit rate 0.82% among 300,000; AID 1813; in the data active = inhibition above about 60%;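 also: H4 neuroglioblastoma cells stably carrying SNCA 5'UTR luciferase fusion; 0% = DMSO wells and 100% = positive control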
KLF5 inhibitor: suppresses KLF5 promoter-driven expression; DLD-1 KLF5 promoter-luciferase reporter, luminescence; inhibition, % at 5 µM; hit rate 0.23% among 290,000;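 active = inhibition above a per-plate limit of that plate's mean compound inhibition plus 3 SD, cut at about 60% in these data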;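 also: 0% = DMSO wells and 100% = LY294002 at 200 µM; higher means less KLF5 promoter-driven luciferase light; inactives centre near -14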
GSK3A inh: human GSK-3 alpha kinase inhibition | ADP-Glo luminescence, 60 min | P49840 | inhibition, % at 10 µM | hit rate 0.1% among 320,000;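 in the data active = inhibition above about 50%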;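 also: GST-tagged GSK-3 alpha with peptide substrate and 25 µM ATP; 0% = DMSO neutral wells and 100% = GW8510 positive control wells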
Target sequence (P49840 whole entry, looked up): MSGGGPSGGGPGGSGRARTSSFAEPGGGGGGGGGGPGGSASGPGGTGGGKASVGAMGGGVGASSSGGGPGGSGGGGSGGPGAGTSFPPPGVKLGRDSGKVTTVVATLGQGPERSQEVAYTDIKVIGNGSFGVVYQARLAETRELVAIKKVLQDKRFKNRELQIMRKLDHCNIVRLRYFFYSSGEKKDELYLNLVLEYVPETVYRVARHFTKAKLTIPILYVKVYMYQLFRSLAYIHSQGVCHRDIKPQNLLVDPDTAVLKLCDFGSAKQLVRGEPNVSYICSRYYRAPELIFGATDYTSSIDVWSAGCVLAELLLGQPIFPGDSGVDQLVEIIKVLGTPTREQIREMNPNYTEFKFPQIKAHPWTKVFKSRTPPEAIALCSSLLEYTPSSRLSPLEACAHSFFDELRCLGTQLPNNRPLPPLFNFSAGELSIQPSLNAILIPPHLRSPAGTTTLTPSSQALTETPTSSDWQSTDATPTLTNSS
HSF1 inhib: HSF1 inhibition; NIH3T3-HGL HSE-luciferase, MG132-induced, luminescence 8 h; stronger effect = lower value; activity change, negative = inhibition, % at 7.5 µM (by protocol); hit rate 0.77% among 300,000; AID 2098;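 active = more than half of replicate wells show activity change below -50%, luminescence cut by over half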;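 also: luciferase reports HSF-1 transcriptional activity via heat shock element; 0% = median of DMSO wells and -100% = zero luminescence signal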
The depositor's hits bear a star; i = inactive; . = not tested or not shown; & = joins results of further samples. An excerpt. The share of hits here may be higher or lower than overall.

Order of values: GSK3beta inhib, IEC-6 cytotox, HSF-1 act, HSP90 refold inh, PolyA inh, AI-2 QS modul, aSyn UTR inh, KLF5 inhibitor, GSK3A inh, HSF1 inhib
O=C(Cc1ccccc1)NCC(=O)OCC(=O)c1ccccc1Cl
    1.1, -0.6, -14.4, -0.5, i, 24.0, 10.7, 1.1, -3.7, -1.1
CCCCOc1ccc(S(=O)(=O)NC(=O)NCc2ccc(OCCC)cc2)cc1
    4.1, 4.5, 20.2, 1.3, i, 2.3, 40.1, 7.1, -3.5, 1.5
Cc1noc(C)c1S(=O)(=O)NC1CCCc2ccccc21 (centres undefined)
    -0.8, -2.1, 11.7, 1.1, i, 28.4, 9.8, -18.8, 0.8, 0.7
NS(=O)(=O)c1ccc(NC(=O)CSC2CCCCC2)cc1
    0.4, 4.6, 23.2, -0.1, i, 32.0, -20.2, 1.8, -0.4, -5.4
CC(C)C[C@H](NC(=O)[C@@H]1Cc2ccccc2CN1C(=O)OC(C)(C)C)C(=O)NCC1CCC(C(=O)O)CC1 (some centres undefined)
    0.8, -4.3, -13.7, 1.9, i, 17.3, -10.6, -15.5, -1.8, -3.8
Cc1ccc2[nH]c(=O)c(CN(CCc3ccccc3)C(c3nnnn3Cc3ccco3)C(C)C)cc2c1 (centres undefined)
    1.1, 1.0, 81.7*, 4.6, i, 44.4, 27.4, -12.3, -0.9, 67.2
O=C(O)c1cc([N+](=O)[O-])ccc1NCCc1ccccc1
    7.3, -5.2, 4.1, -3.0, i, -9.6, -2.3, -19.5, -0.1, -6.4
O=c1[nH]c(/C=C/c2ccc3c(c2)OCO3)c([N+](=O)[O-])c(=O)[nH]1
    3.0, 0.3, -5.9, -1.0, i, 7.6, 20.1, -3.3, -3.0, -3.8
COc1cc(C2NC(=O)NC(C)=C2C(=O)OC(C)(C)C)ccc1OCC(N)=O (centres undefined)
    -3.3, -1.4, 3.2, 1.0, i, 26.5, 15.4, -9.1, 2.2, 4.2
CCOC(=O)N1CCC(NC(=O)c2ccccc2C(=O)O)CC1
    4.3, 2.6, 7.8, 2.8, i, ., -5.4, -7.2, 0.9, -6.3
CCOc1ccccc1N(C)C(=O)Cn1ncc2c([nH]c3ccccc32)c1=O
    -0.6, 9.6, -1.8, 1.5, i, 18.2, 4.4, -0.9, 0.3, -0.8
COc1cc2c(cc1OC)CN(C(=S)Nc1ccc(C)cc1C)CC2
    2.2, 6.1, -0.9, 0.3, i, 2.8, 4.2, -9.4, 4.0, 1.3
O=C(CCN1C(=O)/C(=C/c2ccccc2)SC1=S)N[C@@H](CO)Cc1ccccc1
    2.1, 3.0, -4.3, 1.1, i, -2.9, 2.0, -17.8, -0.7, 10.0
CCC(=O)n1nc(-c2ccc(Cl)cc2)nc1NCc1ccccc1
    -1.1, 1.3, 9.7, 0.6, i, -1.3, -93.3, -79.8, -0.7, -2.0
Cc1ccc(NC(=O)CCC(=O)N/N=C/c2cccs2)cc1C
    0.2, 2.6, 3.6, -5.3, i, 3.8, 18.0, -26.7, 0.2, -0.3
O=C(c1cc2ccccc2o1)N(C1CC1)C1(C(=O)Nc2ccccc2)CCCC1
    0.1, -2.8, -5.5, 0.8, i, 6.0, -11.2, -31.9, -0.9, -7.8
CN(c1ccc([N+](=O)[O-])cc1/C=N/NC(=O)COc1ccccc1)C1CCCCC1
    -0.9, -0.5, 27.7, -2.0, i, 38.1, 10.4, -33.1, -0.8, 12.6
Nc1ccc(N2CCCCC2)c(S(=O)(=O)Nc2ccccc2Cl)c1
    10.5, 1.9, 15.8, 0.1, i, 29.0, 3.5, -21.3, -0.2, -1.1
O=C(CCC(=O)N(CC(=O)NC1CCCCC1)CC1CCCO1)Nc1nccs1 (centres undefined)
    2.4, -2.6, -16.5, -1.9, i, 13.8, 9.7, -17.1, 4.3, -2.5
COc1ccc(CNc2nnnn2C)c(OC)c1
    -2.8, -2.6, 3.8, -1.3, i, 9.7, -4.4, -36.1, -1.6, -5.1
CCCC(=O)C1=C(SCC)CC(C)(C)C(C(=O)OC)C1=O (centres undefined)
    2.3, 0.2, 3.8, 2.3, i, 16.2, 11.3, -16.0, -1.3, 0.3
Cc1c(C(=O)Nc2ccc3c4c(cccc24)CC3)cccc1[N+](=O)[O-]
    -2.3, 0.9, 10.2, -1.2, i, 42.6, 8.4, -5.0, ., -3.4
CCCS(=O)(=O)c1c(S(=O)(=O)CCC)c2c(C)cccn2c1C(=O)OC
    -2.1, -3.4, 5.7, -1.4, i, 18.3, 24.0, -0.6, 0.1, -2.3
C/C(=N\OC(=O)c1c(-c2ccccc2Cl)noc1C)c1nccs1
    -0.7, -5.2, 0.3, -1.7, i, 8.0, 13.5, -6.6, 0.6, -1.2
COCC(=O)Nc1cc(OC)cc(OC)c1
    2.8, 1.6, -18.9, 7.2, i, 21.9, -5.4, -27.8, -0.2, -13.8
CCN(Cc1ccccc1)S(=O)(=O)c1csc(C(N)=O)c1
    1.4, 0.7, 12.4, 0.4, i, 8.5, 6.8, -37.3, -0.2, 6.5
CCCN(CCC)CCCNC(=O)Cn1cnc2sc(C)c(S(=O)(=O)N3CCCCC3)c2c1=O
    0.1, -2.2, -11.1, 1.3, i, 14.9, 5.0, 6.8, -1.6, -4.0
CCOC(=O)c1c(CN2CCOCC2)n(C)c2cc(Br)c(O)c(CN(C)C)c12
    -3.0&0.1, -6.0&3.1, -9.9&10.4, 0.8&0.7, i, 29.0&3.0, 10.8&-25.5, -4.0&-15.5, -1.0&1.1, 14.4&-1.6
CS(=O)(=O)c1ccccc1-c1nnc(NC(=O)Cc2ccccc2)o1
    -0.5, -1.5, 4.6, -3.0, i, 21.0, -2.1, -18.3, 3.5, -4.7
Cc1onc(-c2ccccc2)c1C(=O)N1CCN(S(=O)(=O)c2ccccc2C(F)(F)F)CC1
    -1.0, 3.6, -9.3, -1.8, i, 24.4, 1.2, -31.2, -2.0, -3.5

Order of values: GSK3beta inhib, IEC-6 cytotox, HSF-1 act, HSP90 refold inh, PolyA inh, AI-2 QS modul, aSyn UTR inh, KLF5 inhibitor, GSK3A inh, HSF1 inhib
O=C(OC1CCN(c2ncc(C(F)(F)F)cc2Cl)CC1)c1cccc(C(F)(F)F)c1
    -0.1, 3.8, 8.4, 3.4, i, 16.2, 9.9, -27.2, -2.6, 0.9
Cc1cccc(OCC(=O)NNC(=O)c2ccc([N+](=O)[O-])cc2)c1
    4.2, -8.7, 15.8, 1.1, i, 12.9, -5.1, -36.9, -1.9, -1.0
C#CCOC(=O)C(NC(=O)c1ccccc1)=C(C)C
    -2.1, -0.1, -9.4, 0.5, i, 22.3, 20.8, -27.0, -3.1, -4.7
COCCNCC1C(Oc2ccc(Cl)cc2)C(=O)N1c1ccccc1C (centres undefined)
    -1.6, 3.7, -8.7, -0.1, i, 1.0, -8.2, -28.9, 0.3, 11.9
Cc1cc(N2CCN(C(=O)c3ccco3)CC2)n2nc(C)nc2n1
    0.8, 1.0, 2.1, 5.1, i, 6.8, 15.1, -4.0, ., 1.3
O=c1[nH]cnc(O)c1N=Nc1ccccc1
    -3.5, -4.7, -6.3, -1.6, i, 18.5, -70.5, -25.6, 49.6, 7.4
Cc1ccc(-n2c(O)c(C=Nc3cc(C)on3)c3ccccc3c2=O)c(C)c1
    1.2, -7.5, 30.0, -0.3, i, 15.3, 43.9, -2.3, 0.8, 15.5
O=C(Nc1nnc(CCN2CCCCC2)s1)c1ccc(Br)cc1
    2.0, 3.9, -4.9, 1.8, i, -4.5, -6.4, -23.3, 4.5, 2.0
CC(NC(N)=O)C(=O)Nc1ccc(Cl)c(S(=O)(=O)Nc2ccc(Br)cc2)c1 (centres undefined)
    -0.4, 0.5, -43.7, -1.1, i, 14.9, -1.5, -2.0, -10.6, -26.0
Cc1nc2nc[nH]n2c(=O)c1CCC(C)C
    -6.5, -3.1, 5.8, 5.0, i, 62.3, 30.1, -5.9, 4.0, -9.0
O=C(COc1ccccc1Cl)Nc1ccc(CN2CCOCC2)cc1
    -3.4, 7.1, -6.2, 3.0, i, 4.5, -54.7, -28.5, -5.0, 1.1
CN1C(=O)CC(N2CCN(C(c3ccccc3)c3ccccc3)CC2)C1=O (centres undefined)
    0.9, 5.2, -1.9, 4.2, i, -11.4, 11.5, -6.6, 1.4, -2.5
FC(F)(F)c1ccc(N2CCN(c3ncnc4c3nnn4Cc3ccccc3Cl)CC2)cc1
    -3.9, 0.3, -0.3, 2.4, i, 9.0, -13.2, -20.1, -1.4, -7.1
Cc1cnc(NC(=O)[C@H](C)N2C(=O)C3CCCCC3C2=O)s1 (some centres undefined)
    -0.2, -3.9, 2.2, -5.7, i, 50.3, -11.4, -16.3, 9.2, -2.9
Cc1ccc(CN2CCc3c(OCc4ccc(F)cc4)cccc3C2=O)cc1
    0.2, 2.4, -12.4, -2.1, i, 12.2, -13.8, 14.2, -1.5, -7.4
COc1ccc(N2C(=O)CC(n3c(CCCCO)nc4ccccc43)C2=O)cc1 (centres undefined)
    2.4, -0.2, -0.5, -1.1, i, 31.4, -28.7, -1.4, -0.9, -2.6
CN1C2CCC1CC(N(CCc1ccccc1)C(=O)c1ccc(Cl)cc1)C2 (centres undefined)
    1.1, -3.1, 7.3, -2.8, i, 13.8, -7.7, -14.2, 0.0, 5.2
CCOCc1cc(=O)[nH]c(SC)n1
    1.8, 0.5, 0.6, -2.8, i, 13.1, 3.8, -3.4, ., 1.8
Cc1ccc2nc(-c3ccncc3)c(NC3CCCCC3)n2c1
    2.0, -4.7, 27.2, -4.3, i, 5.0, 34.8, 28.2, -2.3, 12.1
O=C(COC(=O)C1CCN(S(=O)(=O)c2c(Cl)cccc2Cl)CC1)NCc1ccco1
    ., ., -0.5, ., i, ., -6.9, ., 1.1, -0.5
CCOC(=O)c1cc(NC(=O)Nc2ccc(Br)cc2)c(C)nc1C
    -2.5, 3.8, 5.9, 0.3, ., 39.3, 6.0, -7.6, -1.1, -4.4
O=C1NC(=O)C(Nc2cccc3ccccc23)S1 (centres undefined)
    6.0, 4.9, -11.5, -1.0, i, 15.1, 26.3, -16.1, -5.3, 4.1
Cc1nnc(Oc2ccccc2F)c2ccccc12
    -0.9, 5.0, 20.8, -1.9, i, 10.7, -93.9, -57.3, -1.6, 16.1
CN(C)C(=O)CSc1nnc(-c2cnccn2)n1C
    -0.1, 2.9, -0.7, 1.6, i, 4.9, 6.0, -7.9, -0.9, -11.0
O=C(CS(=O)(=O)c1ccccc1)NCc1ccco1
    2.8, 0.7, ., 2.7, ., 1.7, ., 4.8, 0.1, .
O=C(CSc1nc2nc(-c3cccs3)cc(C(F)(F)F)c2c(=O)[nH]1)NCc1ccco1
    1.3, -7.0, 35.2, 2.1, i, 2.8, 1.5, -3.1, 3.5, 10.3
CCNC(=S)N(CCc1c(C)[nH]c2ccc(C)cc12)Cc1cccnc1
    3.0, -0.2, 21.5, 1.0, i, 1.2, -2.2, -0.4, -1.3, -9.1
Cc1cc(C)nc(N2CCCC(C(=O)Nc3nnc(C(C)C)s3)C2)n1 (centres undefined)
    -5.5, -1.7, 13.4, 0.1, i, 21.1, -11.8, -54.4, ., 7.9
